M5 antag: antagonists of human muscarinic M5 receptor (CHRM5). P08912. CHO-hM5 cells, Fluo-8 calcium fluorescence, ACh EC80. inhibition, % at 3 µM. hit rate 0.59% among 360,000;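 active means inhibition above a per-plate cutoff, the mean of that plate's test compounds plus 3 SD, cut at about 27% in these data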;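 further: 0% = acetylcholine EC80 with DMSO and 100% = DMSO without agonist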
CHRM1 PAM: positive allosteric modulators of human M1 muscarinic receptor; P11229; CHO-K1 hM1, Fluo-8 calcium fluorescence, ACh EC20; 0% = ACh EC20, 100% = maximal ACh; activation, % at 3 µM; hit rate 0.088% among 360,000; AID 588819; in the data active means activation above about 19%, passing the limit was not always enough
Target sequence (P11229 whole entry, looked up): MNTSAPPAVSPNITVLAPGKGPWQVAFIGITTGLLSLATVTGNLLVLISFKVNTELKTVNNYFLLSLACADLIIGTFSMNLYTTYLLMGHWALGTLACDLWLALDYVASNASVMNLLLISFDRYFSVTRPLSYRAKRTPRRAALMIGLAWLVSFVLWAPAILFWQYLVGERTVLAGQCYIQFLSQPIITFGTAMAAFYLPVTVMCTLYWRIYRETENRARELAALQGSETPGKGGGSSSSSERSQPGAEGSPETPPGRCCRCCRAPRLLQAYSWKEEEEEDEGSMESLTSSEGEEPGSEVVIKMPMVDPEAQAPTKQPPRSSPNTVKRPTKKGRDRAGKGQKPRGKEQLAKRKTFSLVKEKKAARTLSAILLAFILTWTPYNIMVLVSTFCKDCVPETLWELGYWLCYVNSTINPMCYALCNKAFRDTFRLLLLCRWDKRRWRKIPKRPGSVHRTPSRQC
M5 ag: CHRM5 agonism in calcium assay; P08912; CHO-K1 hM5 cells, Fluo-8 calcium fluorescence; 0% DMSO wells, 100% maximal acetylcholine response; activation, % at 3 µM; hit rate 0.19% among 360,000; AID 624037;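 active means activation above the run's mean over test compounds plus 3 SD, cut at about 23% in these data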;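 further: signal is peak over basal fluorescence ratio across the kinetic read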
M4 antag: antagonists of human muscarinic M4 receptor (CHRM4). inhibition, % at 3 µM. CHO-hM4 cells, ACh EC80, Fluo-8 calcium fluorescence. hit rate 0.73% among 360,000;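 active means inhibition above its plate's cutoff, the mean inhibition of sample wells plus 3 SD, cut at about 27% in these data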;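 further: 0% = acetylcholine EC80 with DMSO and 100% = DMSO without agonist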
Target sequence (P08173 whole entry, looked up): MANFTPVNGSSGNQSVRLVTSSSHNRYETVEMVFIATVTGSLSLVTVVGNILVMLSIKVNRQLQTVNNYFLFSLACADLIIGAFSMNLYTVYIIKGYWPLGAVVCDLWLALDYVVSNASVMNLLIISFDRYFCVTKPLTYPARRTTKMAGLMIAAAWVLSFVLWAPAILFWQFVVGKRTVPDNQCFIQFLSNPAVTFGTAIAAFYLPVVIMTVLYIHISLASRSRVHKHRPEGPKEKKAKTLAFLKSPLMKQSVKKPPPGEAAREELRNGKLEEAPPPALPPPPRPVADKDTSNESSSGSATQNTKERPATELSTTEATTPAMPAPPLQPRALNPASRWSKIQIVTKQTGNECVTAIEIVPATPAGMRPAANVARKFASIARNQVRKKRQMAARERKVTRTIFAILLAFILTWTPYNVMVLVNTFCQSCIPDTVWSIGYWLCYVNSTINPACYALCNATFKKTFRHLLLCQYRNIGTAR
M4 ag: CHRM4 agonism in calcium assay; P08173; CHO-K1 hM4/Gqi5, Fluo-8 calcium fluorescence; vehicle 0%, full acetylcholine response 100%; activation, % at 3 µM; hit rate 0.14% among 360,000; AID 624127;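 active means activation above the run mean over all test wells plus 3 SD, cut at about 32% in these data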;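 further: peak over basal fluorescence ratio per well then scaled between controls; 0% = DMSO wells and 100% = acetylcholine at EC100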
M4 PAM: CHRM4 positive allosteric modulation. P08173. CHO-K1 hM4/Gqi5, Fluo-8 calcium fluorescence, ACh EC20; 0% = ACh EC20, 100% = maximal ACh. activation, % at 3 µM. hit rate 0.4% among 360,000. AID 624126;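 active means activation above its plate's cutoff, the mean activation of sample wells plus 3 SD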; further: some results filed as inactive read as strong as hits
CRFR2-BP ag: agonists of human CRF-binding protein/CRF-R2 receptor complex; AID 588473; activation, % at 13.2 µM; hit rate 0.46% among 350,000; HEK293 CRF-R2/CRF-BP, calcium dye fluorescence (FLIPR); percent of saturating CRF peptide response;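 active means activation of at least 50%, plus an integration ratio under a set limit after plate pattern correction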;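 further: plate controls were neutral control wells without compound for no effect and CRF at EC100 for full effect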
M5 PAM: positive allosteric modulators of human muscarinic M5 receptor. activation, % at 3 µM. P08912. hit rate 0.3% among 360,000. CHO-K1 hM5, Fluo-8 calcium, ACh EC20 PAM; 0% = ACh EC20, 100% = ACh EC100;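 active means activation above the run cutoff, the mean activation of all test compounds plus 3 SD, cut at about 18% in these data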
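Assay system: CHO-K1 hM5 cells / Incubation: Fluo-8 loading 80 min at 37 °C plus 30 min room temperature / Technique: Fluo-8 calcium dye fluorescence, kinetic read / Repeats: single replicate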
M1 antag: human CHRM1 antagonism. P11229. CHO-K1 hM1, Fluo-8 calcium fluorescence, ACh EC80 antagonist. inhibition, % at 3 µM. hit rate 1.3% among 360,000;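 active means percent inhibition above its own plate's cutoff, namely the mean of that plate's compound wells plus 3 SD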;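 further: peak over basal fluorescence ratio during 140 s after agonist addition; 0% = ACh EC80 plus DMSO and 100% = DMSO alone without agonist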
Starred values were filed as active, the others as inactive; x = not tested or not shown.

Screens in order – M5 antag	CHRM1 PAM	M5 ag	M4 antag	M4 ag	M4 PAM	CRFR2-BP ag	M5 PAM	M1 antag
Cc1ccc(S(=O)(=O)N2CCCCC2)cc1NC(=O)c1ccc(=O)[nH]c1
 : -1	7	1	8	0	1	-0.7	3	-8
CCOC(=O)C1=C(C)Nc2ccccc2N=C1NC(=O)c1ccc(Cl)c(S(=O)(=O)N2CCCC2)c1
 : 8	0	-8	0	7	-9	0.7	-10	2
Cc1cc(/C=C(\C#N)C(=O)NCc2ccco2)c(C)[nH]1
 : -2	2	0	3	0	-4	-1.4	-2	-1
CCOC(=O)N1CCN(C(=O)CSCC(=O)Nc2nc(-c3ccc(-c4ccccc4)cc3)cs2)CC1
 : 44*	-19	8	5	19	-9	1.4	-22	48*
COc1ccc(S(=O)(=O)N2CCCCC2)cc1NS(=O)(=O)c1cc(Cl)ccc1Cl
 : 5	7	-3	-2	1	-3	-0.2	2	-2
CC(=O)Nc1ccc(S(=O)(=O)/N=C2\SCCN2S(=O)(=O)c2ccc(NC(C)=O)cc2)cc1
 : -7	-3	-2	-5	1	14	-0.4	8	3
Cc1ccc(CN2C(=O)C(=O)c3cc(C)ccc32)cc1
 : -12	1	17	-15	11	5	0.3	8	5
Cc1cc2c(=O)n(C)c(SCC(=O)NC3CCCC3)nc2s1
 : 10	-1	-2	6	0	5	-0.5	0	2
COc1cc(C(=O)OCC(=O)N2CCC(C)CC2)cc2c1OCCO2
 : 13	0	-1	-8	2	4	-0.7	0	3
O=C(CSc1nc(=O)n2cc(Cl)ccc2n1)Nc1ccc2c(c1)OCO2
 : 4	-3	-1	1	1	-2	0.8	-2	19
Cc1[nH]n(-c2cccc([N+](=O)[O-])c2)c(=O)c1-c1ccccc1
 : 2	-1	-2	-16	1	11	-0.5	-3	-2
CCOC(=O)Cc1csc(N/N=C/c2ccc(C(F)(F)F)cc2)n1
 : -2	5	-1	-12	1	2	1.4	0	-4
O=S(=O)(c1cc(Cl)ccc1Cl)N1CCCC1
 : -4	5	-8	1	1	13	3.3	1	-9
Cc1cc(C)c(S(=O)(=O)N2CCCCC2)c(C)c1-n1ncnn1
 : 13	1	-1	3	3	-5	-0.1	-12	10
Fc1ccccc1CNc1cc(Cl)cc(Cl)c1
 : -3	-7	-1	3	0	-3	-0.1	-6	-9
CCOc1ccc(C(=O)O)cn1
 : -1	9	4	-8	0	6	-0.1	1	-15
CC1(C(=O)N(c2ccccc2)C(C(=O)NC2CCCC2)c2ccccn2)CC(=O)N=C2C=CC=CN21 (centres undefined)
 : -7	5	-4	-5	1	3	1.1	7	-18
CN1CCN(CCCNC(=O)CCCOc2cc(=O)n(C)c3ccccc23)CC1
 : -4	5	-4	-7	0	15	0.2	9	-1
COc1ccc(S(=O)(=O)N2CN3CCN(C3)C2)cc1
 : -3	2	-2	-19	0	4	-3.1	-1	-1
CS(=O)(=O)c1ccc(Cl)c(C(=O)O)c1
 : 2	5	1	-5	-1	9	-0.7	-3	-20
COC(=O)C1(C)NC(c2cccc(C)c2)C2C(=O)N(c3ccc(F)cc3)C(=O)C21 (centres undefined)
 : 7	9	-2	-19	0	5	1.9	3	-19
O=C1NN(c2ccc(F)c(Cl)c2)C(=O)/C1=C\c1cccc(OC(=O)c2cccs2)c1
 : 0	2	-2	1	1	0	0.7	-3	-14
COc1cccc(-c2cc(C(F)(F)F)n3ncc(C(=O)O)c3n2)c1
 : -1	2	0	3	0	-2	0.4	-3	3
C/C(=N\NC(=O)c1ccc2c(c1)OCO2)c1ccc(NS(C)(=O)=O)cc1
 : 7	2	0	12	1	-12	-1.5	-7	-1
O=C(NC1CCCCC1)C(c1ccccc1)N1CCOCC1 (centres undefined)
 : 6	5	0	-1	0	8	-3.0	-2	-11
Cc1cccc(C)c1NC(=S)NCc1ccncc1
 : 11	0	0	4	1	-9	2.1	-7	-5
COc1cccc2cc(C(=O)C3=C(O)C(=O)N(CCN(C)C)C3c3ccc(Cl)cc3)oc12 (centres undefined)
 : -4	1	2	-6	0	-5	0.1	6	2
O=C1OCCC1Sc1nc2cc(Cl)ccc2n1Cc1ccccc1 (centres undefined)
 : 6	2	-2	3	1	1	0.3	-1	-7
CC12CCC(=O)N1C(C(=O)Nc1cccc3ccccc13)CS2 (centres undefined)
 : 0	7	4	-4	1	0	-0.6	2	-12
O=S(=O)(Nc1ccc(O)c(Sc2nc3ccccc3s2)c1)c1ccc(Cl)cc1
 : 0	5	4	-8	6	3	-0.3	-1	0

Shown as a hit in M5 antag (from the list above):
Screens in order – M5 antag	CHRM1 PAM	M5 ag	M4 antag	M4 ag	M4 PAM	CRFR2-BP ag	M5 PAM	M1 antag
CCOC(=O)N1CCN(C(=O)CSCC(=O)Nc2nc(-c3ccc(-c4ccccc4)cc3)cs2)CC1
 : 44*	-19	8	5	19	-9	1.4	-22	48*

Following part:
Screens in order – M5 antag	CHRM1 PAM	M5 ag	M4 antag	M4 ag	M4 PAM	CRFR2-BP ag	M5 PAM	M1 antag
Cc1cccc(CC(=O)Nc2ccon2)c1
 : 8	13	-1	5	0	-5	-2.5	-8	-14
N#CC1=C(N)Oc2cc(N)ccc2C1c1ccc(F)cc1F (centres undefined)
 : 5	6	16	14	8	-4	30	-4	-3
Cc1noc(C)c1C(=O)OCC(=O)NCCc1ccc(Cl)cc1
 : -6	6	-6	1	0	-2	-0.9	-4	-3
Cc1ccc(NC(=O)COC(=O)c2ccc(S(=O)(=O)N3CCCC3)cc2)cc1
 : -2	3	-3	-15	1	-6	1.8	0	-2
COc1cccc(CN(C)CC(=O)Nc2cc3oc4ccccc4c3cc2OC)c1
 : 2	5	-4	5	0	-2	3.1	-7	-11
COc1ccc(-c2cc3nc(C4CCN(C(=O)OC(C)(C)C)CC4)c(C(=O)O)cn3n2)cc1
 : 2	-7	-3	-3	0	-5	-3.1	2	8
O=C(CCNC(=O)C1CCN(S(=O)(=O)c2ccc(F)cc2)CC1)NCc1ccccn1
 : 6	-1	1	0	0	-4	0.2	-8	2
CC(C)(C)c1n[nH]c(=S)n(N)c1=O
 : 1	12	-2	0	0	7	5.3	1	-16
N#Cc1c(-c2c(Cl)cccc2Cl)noc1/C=C/Nc1ccc(C(=O)O)cc1
 : -2	4	2	-1	1	6	-0.1	4	4
CC(C)c1ccc(Nc2ncccc2C#N)cc1
 : -7	5	-6	14	-2	6	1.7	-1	-9
COCCOC(=O)c1c(NC(=O)CNC2CCCc3ccccc32)sc(C(N)=O)c1C (centres undefined)
 : -5	9	-1	-2	0	10	0.5	9	-36
CCN(CC)c1ccc(NC(=O)/C=C\c2ccccc2Cl)cc1
 : 22	-7	-5	10	-2	-1	-0.4	-14	9
c1ccc(CNc2nc(N3CCOCC3)nc(N3CCOCC3)n2)cc1
 : -7	8	-2	8	0	5	-0.5	6	-9
O=C1C(=Cc2ccc(F)cc2)CCc2ccccc21
 : -4	x	1	-17	1	14	x	-2	x
CCOC1=C2CN(S(=O)(=O)c3ccccc3)[C@H](c3ccccc3)C[C@H]2n2c(=O)n(-c3ccccc3)c(=O)n2C1
 : -8	3	3	1	0	-1	x	6	6
N#CC1=C(N)Oc2[nH]c(=S)[nH]c(=O)c2C12C(=O)Nc1ccccc12 (centres undefined)
 : 12	15	1	-4	3	3	0.8	2	-13
CCOc1cccc2sc(N(CCCN(C)C)C(=O)Cc3ccccc3)nc12
 : -2	4	0	5	1	5	1.2	11	-5
CC1=C(C(=O)OCc2ccccc2)C(c2cccc(F)c2)NC(=O)N1 (centres undefined)
 : -4	17	-6	-3	3	-3	0.6	5	-20
CNC(=S)N(CCc1c(C)[nH]c2ccc(OC)cc12)Cc1cc(OC)c(OC)c(OC)c1
 : 4	4	2	19	3	-11	-0.6	-5	-2
COc1ccc(C(O)c2cnc(C)n2Cc2ccccc2)cc1 (centres undefined)
 : 6	-3	-4	-16	6	-2	1.3	-2	4
CCCc1[nH]n(-c2ccc([N+](=O)[O-])cc2)c(=O)c1C=NCCc1c[nH]c2ccccc12
 : 7	6	-2	-5	0	14	0.0	3	-14
CC(C(=O)NCc1ccco1)c1ccc([N+](=O)[O-])cc1 (centres undefined)
 : 0	11	-3	2	0	4	-1.5	3	-3
COc1ccc(N(CC(=O)Nc2ccc(S(=O)(=O)N3CCCC3)cc2)S(C)(=O)=O)cc1OC
 : 2	-1	1	7	1	2	-1.2	-2	9
COc1ccc(-c2nn(-c3ccccc3)cc2/C=C(\C#N)S(=O)(=O)c2ccccc2)cc1OC
 : 1	-1	-1	-3	1	-6	12	-5	1
O=C(CCCl)N1CCCC2(CCCCC2)C1
 : -2	7	4	-7	0	-7	-0.2	1	-11
Cc1cccc(C)c1-n1c(C)cc(/C=C2\C(=O)NN(c3ccccc3)C2=O)c1C
 : -5	3	-7	-4	-1	8	-0.9	-14	-3
O=C(/C=C/c1ccc(Br)o1)OCc1ccccc1
 : -1	-3	-2	-3	-1	5	-1.5	-1	-6
COc1cc(/C=C2\SC(=S)N(NS(=O)(=O)c3ccccc3)C2=O)ccc1O
 : 13	-2	12	3	10	-8	27	-6	1
COC(=O)c1cnn2c(C)c(Cc3cccc(F)c3)c(C)nc12
 : -5	15	2	-21	2	13	3.7	-1	-23
Cc1cc2c(C)nc(N/N=C/c3ccc([N+](=O)[O-])cc3)nc2o1
 : 3	-6	0	7	1	-3	0.2	-7	6
Fc1cc(F)c(F)c(SCn2cc(Br)cn2)c1F
 : -2	6	-6	-5	-1	8	-0.1	11	-10
Brc1cc2c(cc1/C=N/Nc1nc(N3CCOCC3)nc(N3CCOCC3)n1)OCO2
 : -11	12	0	2	1	5	-1.9	5	-6
CN(C)c1ccc(/C=N/NC(=S)NCc2ccccc2)cc1
 : 2	0	-5	-9	1	-4	1.1	-7	2
COc1ccc(C)cc1NS(=O)(=O)c1ccc(Br)s1
 : -3	3	-5	-2	0	0	31	1	-13
Cc1ccc(CNC(=O)c2ccc(NC(=O)CCS(=O)(=O)c3cccs3)cc2)cc1
 : 1	4	0	4	2	-8	2.0	1	-5
CC(=O)Nc1ccc(NC(=O)c2cccc(S(=O)(=O)N3CCCCCC3)c2)cc1
 : 13	-6	-2	0	3	-7	-3.9	-11	2
CC(=O)N1CCN(S(=O)(=O)c2ccc(S(=O)(=O)N3CCCC(C)C3)cc2)CC1 (centres undefined)
 : 6	14	-3	6	0	-6	0.9	0	-12
CCCS(=O)(=O)N1CCC(C(=O)NC2CCCC(C)C2C)CC1 (centres undefined)
 : -1	8	3	-6	1	11	0.7	-1	-4
CN1CCN(c2ccc(NC(=O)C(C)(c3ccccc3)c3ccccc3)cc2)CC1
 : 3	8	-3	-5	3	-10	-2.4	1	-11
CCc1nc2ccc(C(=O)NCC3CCCCC3)cn2c1N(C)Cc1nccs1
 : 19	0	-6	6	5	-7	x	-4	-7
O=C(Nc1cc(Cl)ccc1Cl)P(=O)(O)c1ccccc1
 : -2	6	0	3	0	-1	-1.9	0	-7
CCCCn1nnc(NC(=S)NC(=O)c2ccc(-c3cccc(Cl)c3Cl)o2)n1
 : -11	-3	1	-12	4	5	-0.4	4	7
CCOc1ccc(-c2ccc(C=O)o2)c([N+](=O)[O-])c1
 : 10	4	-1	2	1	1	0.7	-8	-6
Cc1sc2ncn(CC(=O)NCCN(C)C)c(=O)c2c1S(=O)(=O)N1CCC(C)CC1
 : 4	8	-2	10	1	-12	2.9	3	-10

The order is random; overall some 2.8% were active at least once.
